# High-throughput results from PubChem.
# C2C12 statin = suppressors of simvastatin-induced myotoxicity in C2C12 myotubes | ATP luminescence, 48 h; scaled: DMSO 0, geranylgeraniol control 100 | rescue of ATP level, % at 7.49 µM | 0.78% of 330,000 active;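 active = mean ATP rescue above about 67%, or every replicate alone reaching that limit, limit read from the data, passing the limit was not always enough; inconclusive = no clear call, values can overlap the other calls; inactive = mean under the limit and some replicate under it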;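 also: myotubes were challenged with 10 µM simvastatin during compound exposure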
# SIRT5 inh = blocks human SIRT5 desuccinylation of peptide; Q9NXA8; Purified SirT5, succinyl-peptide AMC, trypsin-coupled fluorescence; inhibition, % at 15 µM; 1.1% of 330,000 active; AID 652115; in the data active = inhibition above about 15%; inconclusive = no clear call, values can overlap the other calls
# Target sequence (Q9NXA8 whole entry, looked up): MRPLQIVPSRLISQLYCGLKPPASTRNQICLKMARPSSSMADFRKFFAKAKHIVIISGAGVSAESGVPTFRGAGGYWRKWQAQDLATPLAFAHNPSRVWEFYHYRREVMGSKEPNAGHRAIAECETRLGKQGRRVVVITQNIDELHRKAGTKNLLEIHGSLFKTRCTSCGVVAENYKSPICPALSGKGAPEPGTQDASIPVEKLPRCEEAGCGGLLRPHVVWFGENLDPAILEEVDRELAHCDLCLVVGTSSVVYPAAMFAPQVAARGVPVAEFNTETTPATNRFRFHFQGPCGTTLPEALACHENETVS
# ERAP1 inh = blocks human ERAP1 aminopeptidase activity. Q9NZ08. recombinant ERAP1, Leu-AMC fluorescence, 60 min. inhibition, % at 10.7 µM. 0.15% of 340,000 active. AID 652197;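 active = mean replicate inhibition of at least 30%, or all replicates individually reaching that 30% level; inactive = mean below 30% and not every replicate reaching it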;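 also: 0% = neutral control wells and 100% = L-leucinethiol positive control wells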
# PGC1a acetyl inh = modulators of PGC1a acetylation; U2OS PGC1a acetylation, AlphaScreen anti-acetyl-lysine; with virally co-expressed GCN5 acetyltransferase; 0.17% of 350,000 active; inhibition, % at 15.6 µM;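 active = every replicate shows inhibition of at least 40%; inconclusive = mean inhibition at least 40% but some replicate below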;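 also: 0% = neutral control wells and 100% = positive control wells; some results beyond the cut were filed as inactive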
# XiGFP reactiv = X-chromosome reactivation activator; AID 743238; XiGFP mouse fibroblasts, % GFP-positive cells imaging, 3 d; cells co-treated with 5-aza-dC sensitizer; scaled so ellipticine positive control = 100%; activation, % at 7.58 µM; 0.055% of 360,000 active;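 active = mean normalized replicate activation at least 10% and every replicate at or above 10%; inconclusive = only one of the two criteria met; inactive = mean below 10% and not all replicates reach 10%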;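 also: 0% = median of on-plate neutral control wells and 100% = ellipticine 6 µM median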
#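 Material: XiGFP fibroblasts, SV40-immortalized; Buffer or medium: DMEM containing 5-aza-dC; Compound dosing: single point; Times: 3 days compound exposure.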
# LGR2 antag = Drosophila LGR2 receptor signaling inhibition | HEK293 LGR2, CRE-luciferase, bursicon-stimulated, 4 h | inhibition, % at 9.99 µM | 0.35% of 380,000 active | AID 720647;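 active = drop in luminescence signal, shown as inhibition above about 50% in the replicate tests, limit read from the data, passing the limit was not always enough; inconclusive = probably only some replicates passing the limit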;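 also: agonist challenge used bursicon conditioned medium at about half maximal strength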
# Cneo AK release = causes C. neoformans cell lysis; adenylate kinase release luminescence, 4 h; normalised: neutral wells 0, clomiphene wells 100; lysis activity, % at 15 µM; 0.2% of 360,000 active; AID 651654;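 active = mean lysis activity across replicates of at least 80%, whatever share of replicates individually reach that level; inactive = mean lysis activity below 80%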
#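 Material – Cryptococcus neoformans yeast cells · Quantity – 5 × 10^6 yeast cells/mL · Buffer or medium – YPD medium · Compound – single dose · Timing – 4 h static compound exposure, 37 °C, read 1 h post-reagent · Signal – adenylate kinase release luminescence · Read-out basis – lysis from increased AK signal · Benchmarks – Clomiphene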
# S100A4 MyoIIA = S100A4-myosin IIA interaction inhibition | S100A4/TAMRA-MyoIIA peptide fluorescence polarization | inhibition, % at 10.7 µM | 0.14% of 360,000 active | AID 652163;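 active = mean inhibition of at least 70% across replicates, with every replicate also reaching that level; inconclusive = mean inhibition reaches 70% but some replicates fall short; inactive = mean inhibition below 70%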
# Target sequence (P26447 whole entry, looked up): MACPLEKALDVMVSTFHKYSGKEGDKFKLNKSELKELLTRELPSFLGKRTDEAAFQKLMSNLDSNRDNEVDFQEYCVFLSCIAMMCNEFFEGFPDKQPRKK
#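 System – human S100A4 monomer protein, biochemical binding assay · Buffer or medium – Calcium-containing HEPES buffer, pH 7.2 · Timing – 5 min between mix addition and reading · Also added – TAMRA-labelled myosin IIA heavy-chain peptide probe, 5 nM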
# An asterisk follows results filed as active; ? = inconclusive; nt = not tested or not shown; & = joins results of further samples. Not all compounds are listed; count on the stated rates, not on these rows.
canonical_smiles	C2C12 statin	SIRT5 inh	ERAP1 inh	PGC1a acetyl inh	XiGFP reactiv	LGR2 antag	Cneo AK release	S100A4 MyoIIA
CNC[C@H]1Oc2ccc(NS(=O)(=O)c3ccc(OC)cc3)cc2CC(=O)N([C@H](C)CO)C[C@H]1C	-20.7	nt	nt	-1.2	-0.4	-5.4	nt	nt
COc1ccc(-c2cc3ccc(OC)cc3cn2)cc1	-4.2	-9.4	0.0	nt	0.0	67.5*	-9.9	1.4
C[C@@H]1CCCCO[C@H](CN(C)C(=O)Nc2ccc(F)cc2)[C@@H](C)CN([C@H](C)CO)C(=O)c2cc(NC(=O)CCC(F)(F)F)ccc2O1	nt	-2.8	-0.4	2.8	0.0	-0.1	-4.2	2.0
COc1ccc(NC(=O)N(C)C[C@H]2OCCCC[C@H](C)Oc3ccc(NC(=O)Nc4c(C)noc4C)cc3C(=O)N([C@H](C)CO)C[C@@H]2C)cc1	7.0	-0.2	-3.1	-5.7	-1.1	14.6	-0.3	13.3
CNC(=S)N(C)[C@H]1c2c(ccc3ccccc23)OC[C@H]1CO	10.0	-2.8	2.5	7.8	0.0	nt	nt	-0.3
Cn1c(Cn2nnc3ccccc32)nnc1SCC(=O)N1CCc2ccccc21	22.4	-4.4	15.1	4.3	nt	-8.6	0.8	-6.9
Cc1ccc(NS(=O)(=O)c2ccc(OCC(=O)NCC3CCCO3)cc2)cc1 (centres undefined)	-1.9	-3.3	-0.7	3.0	0.0	0.7	nt	32.0
COC(=O)/C=C1/N/C(=N\c2nc(C)cc(C)n2)N(c2cccc(C)c2)C1=O	nt	nt	nt	23.4	0.2	-12.3	2.5	nt
CC(C)OCCCNc1ccc(N2C(=O)CCCC2=O)cc1[N+](=O)[O-]	-6.4	1.9	2.7	2.3	0.0	-4.7	0.9	0.7
COCC(=O)N1CC2(C1)[C@H](c1ccc(-c3cccc(C)c3)cc1)[C@H](CO)N2C(=O)C1CC1	nt	1.1	1.3	-11.4	0.2	16.3	nt	-1.7
COc1ccc2c(c1)c(=O)oc1c(C)c(OC(C)C(=O)NCC3CCC(C(=O)O)CC3)ccc12 (centres undefined)	23.3	1.5	0.3	3.5	nt	nt	-4.9	1.0
CC(/C=C/c1ccc2c(c1)OCO2)=N/NC(=O)C1COc2ccccc2O1 (centres undefined)	nt	0.2	-1.9	nt	0.0	-4.6	nt	-5.4

# 2 records drawn at random from those above:
canonical_smiles	C2C12 statin	SIRT5 inh	ERAP1 inh	PGC1a acetyl inh	XiGFP reactiv	LGR2 antag	Cneo AK release	S100A4 MyoIIA
CNC(=S)N(C)[C@H]1c2c(ccc3ccccc23)OC[C@H]1CO	10.0	-2.8	2.5	7.8	0.0	nt	nt	-0.3
CC(/C=C/c1ccc2c(c1)OCO2)=N/NC(=O)C1COc2ccccc2O1 (centres undefined)	nt	0.2	-1.9	nt	0.0	-4.6	nt	-5.4

# Later entries.
canonical_smiles	C2C12 statin	SIRT5 inh	ERAP1 inh	PGC1a acetyl inh	XiGFP reactiv	LGR2 antag	Cneo AK release	S100A4 MyoIIA
O=C(NCC(=O)N1CCN(S(=O)(=O)c2ccccc2F)CC1)c1ccc2ccccc2c1	-11.9	0.6	0.6	nt	0.2	-4.0	nt	-1.5
CCOC(=O)C1=C(N)Oc2cc(O)ccc2C1c1ccccc1 (centres undefined)	1.2	-0.6	10.0	7.4	0.3	7.6	2.4	-3.9
COc1ccc(CN(C)C[C@@H]2Oc3ccc(NC(=O)Cn4cnnn4)cc3C(=O)N([C@@H](C)CO)C[C@@H]2C)cc1	-26.8	1.3	1.8	1.3	0.1	-8.8	-0.1	-4.3
c1cn2c(NC3CCCCC3)c(-c3ccc(SC4CCCCC4)cc3)nc2cn1	10.7	nt	1.8&-0.3	5.4	0.1&0.7	-20.0&-0.4	2.3	9.0&-38.0
O=C(C1CC1)N1CC(=O)N2[C@H](CO)[C@@H](c3ccc(Br)cc3)[C@H]2C1	nt	-6.9	0.9	2.9	-0.1	-2.3	nt	-1.4
C[C@H]1CN([C@@H](C)CO)C(=O)c2cccc(NC(=O)c3cnccn3)c2O[C@H]1CN(C)Cc1ccc(C(F)(F)F)cc1	6.1	6.5	0.7	20.2	0.0	10.4	3.8	14.4
C[C@@H]1CN([C@@H](C)CO)C(=O)c2cc(C#CCN(C)C)cnc2O[C@H]1CN(C)C(=O)NC1CCCCC1	11.0	2.2	-2.2	4.5	-0.8	0.1	-10.1	-2.1
CCOC(=O)N1CCC(NC(=O)CS(=O)Cc2nc(-c3ccc(C)cc3)oc2C)CC1 (centres undefined)	-9.0	0.4	3.4	3.1	0.1	-3.0	2.8	-2.0
C=CCNC(=O)c1ccc2c(=O)n(CCCN3CCCC3=O)c(=S)[nH]c2c1	16.3	1.4	4.5	11.4	0.0	0.4	nt	2.8
O=[N+]([O-])c1ccc(OCC(O)CN(C2CCCCC2)C2CCCCC2)cc1 (centres undefined)	-4.6	-4.0	1.7	-6.9	0.0	13.5	1.6	-0.7
COc1ccc(S(=O)(=O)Nc2ccc3c(c2)C(=O)N([C@H](C)CO)C[C@@H](C)[C@@H](CN(C)S(=O)(=O)c2ccc(OC)cc2)OCCCC[C@H](C)O3)cc1	nt	nt	nt	-7.7	0.1	-1.2	-10.3	nt
CO[C@H]1CN(C)C(=O)c2ccc(NC(C)=O)cc2OC[C@@H](C)N(Cc2ccccc2F)C[C@H]1C	6.6	4.5	0.0	-3.6	0.1	-6.2	0.5	-1.2
CNC[C@@H]1OCCCC[C@@H](C)Oc2ccc(NC(=O)Nc3cccc4ccccc34)cc2C(=O)N([C@H](C)CO)C[C@@H]1C	-10.9	nt	nt	0.4	-0.1	10.5	nt	nt
CCCNC(=O)N(C)C[C@H]1Oc2cc(C#Cc3ccccn3)ccc2S(=O)(=O)N([C@@H](C)CO)C[C@@H]1C	nt	-4.5	-1.3	0.9	0.0	12.5	-2.5	6.8
C=CCn1c(COc2ccccc2)nnc1SCC(=O)Nc1ccc(S(N)(=O)=O)cc1	-1.2	nt	nt	12.1	nt	-4.9	0.4	nt
CCOC(=O)C1=CCN(S(=O)(=O)c2ccccc2Cl)C1c1cccc(C)c1 (centres undefined)	9.3	-8.3	-5.9	-11.7	0.0	2.1	0.2	-4.6
COc1ccc(S(=O)(=O)Nc2cccc3c2O[C@@H](CN(C)Cc2ccc(C(=O)Nc4ccccc4N)cc2)[C@@H](C)CN([C@H](C)CO)C3=O)cc1	nt	-6.3	1.7	-2.8	1.8	23.3	nt	-4.8
CN(C)CC#Cc1ccc([C@H]2[C@@H](CO)N3CCCCN(S(=O)(=O)c4ccccc4F)C[C@H]23)cc1	nt	-0.7	0.3	3.5	0.0	12.5	-1.7	3.7
S=c1[nH]nc(-c2ccncc2)n1/N=C/c1cn(-c2ccccc2)nc1-c1ccccc1	nt	-5.4	-1.8	-5.7	-0.1	-47.2	0.6	20.0
COCCn1c(=NC(=O)c2nc3ccccc3s2)sc2cc(S(C)(=O)=O)ccc21	-43.8	nt	nt	2.3	0.3	?	-1.0	nt
O=C(COC(=O)/C=C/c1cccc(Cl)c1)NCCc1ccccc1	nt	-1.8	3.4	nt	0.1	12.3	nt	2.6
CCC(=O)Nc1ccc(NC(=O)CSc2nnnn2Cc2ccccc2)cc1C	-13.5	-7.1	-2.9	12.1	0.5	-2.8	3.0	3.4
CCCNC(=O)C[C@@H]1CC[C@H]2[C@@H](COc3ccc(NC(=O)c4ccc(Cl)cc4)cc3C(=O)N2C)O1	-1.9	-4.6	nt	15.7	0.2	4.7	-3.7	31.5
COc1ccc(NC(=O)N2C[C@@H](O)COC[C@H]3O[C@@H](CC(=O)NC4Cc5ccccc5C4)CC[C@@H]32)cc1	-6.7	-3.6	0.3	2.5	0.1	1.9	-2.1	9.4
CCN(CC)S(=O)(=O)c1ccc(OC)c(NC(=O)c2cn(CC)c3nc(C)ccc3c2=O)c1	nt	-2.9	0.6	8.4	0.0	-2.5	nt	2.7
COc1ccc(C(CC(=O)NCc2ccccc2)Sc2n[nH]c(-c3ccccc3)n2)cc1 (centres undefined)	11.6	-2.2	-1.6	-19.3	0.1	-10.7	1.6	-0.3
CCCNC(=O)C[C@@H]1C[C@@H]2c3cc(NC(=O)c4ccc5c(c4)OCO5)ccc3O[C@@H]2[C@H](CO)O1	1.6	nt	nt	-0.7	0.0	-4.7	-4.1	nt
COc1ccc(S(=O)(=O)Nc2ccc3c(c2)C(=O)N([C@@H](C)CO)C[C@H](C)[C@@H](CN(C)C(=O)Cc2ccccc2)OCCCC[C@@H](C)O3)cc1	nt	6.1	-2.6	-8.0	-0.6	-17.0	-3.1	-0.3
COc1ccc(OCC(=O)NNC(=S)NC(=O)c2ccc(Br)o2)cc1	nt	1.7	2.5	-0.8	0.0	11.4	0.0	3.4
CC(C)Cn1c(/C=C/c2ccco2)nc2ccccc21	nt	-4.7	-2.5	nt	0.2	nt	nt	-14.7
C[C@@H]1CN([C@H](C)CO)C(=O)Cc2cc(NC(=O)CCN3CCOCC3)ccc2O[C@H]1CN(C)S(=O)(=O)c1ccccc1	-9.3	-3.7	0.3	5.9	0.0	-23.6	-1.3	-0.3
Cc1cc(C)n(-c2nc3ccccc3c(=O)n2OCC(=O)Nc2c(C)cccc2C)n1	-16.1	nt	nt	-2.4	nt	-23.1	4.5	nt
CNC(=S)N1CCC(n2cnc3ccccc32)CC1	1.2	-4.8	-2.0	-10.3	0.0	-14.2	nt	1.8
C[C@@H]1CN([C@H](C)CO)C(=O)c2cc(C#Cc3ccccc3F)cnc2O[C@@H]1CN(C)C(=O)C1CC1	0.7	-3.9	0.3	-1.9	-0.5	21.9	-14.7	-8.2
COc1ccc(CCNC(=O)CSc2nc(C)cc(C)n2)cc1OC	nt	0.4	-2.0	nt	-0.1	-19.9	nt	-1.1
O=C1OC(c2ccccc2)=C/C1=C/N1CCCCC1	-17.7	-3.7	-1.6	4.4	nt	-74.3	-0.9	-8.2
C[C@@H](O)C#Cc1ccc([C@@H]2[C@H](CO)N3CCCCN(C(=O)c4cccc(F)c4)C[C@@H]23)cc1	-8.2	0.3	-2.4	-1.6	0.3	-9.8	-1.7	4.5
Cc1cccnc1NC(=O)CNC(=O)COc1ccccc1	3.5	0.0	2.6	3.6	0.0	-19.3	-2.6	1.6
COC(=O)CC1C(=O)NCCN1C(=O)c1cc(OC)c(OC)cc1OC (centres undefined)	-7.6	-1.4	0.9	3.5	0.0	-12.1	2.4	-2.6
Cc1noc(C)c1NC(=O)Nc1ccc2c(c1)C(=O)N([C@@H](C)CO)C[C@H](C)[C@H](CN(C)C(=O)Nc1ccc3c(c1)OCO3)O2	-2.5	2.3	1.5	4.0	0.0	-7.7	55.3	2.6
N#C[C@H]1[C@H](c2ccccc2)[C@@H](CO)N1C(=O)Cc1ccccn1	-11.1	-2.7	1.7	3.2	0.3	16.8	-1.3	-3.2
Cc1cccc(Cn2c(=O)n(-c3ccc(CC(=O)NCc4ccco4)cc3)c(=O)c3sccc32)c1	23.3	nt	nt	-9.6	0.0	12.9	0.5	-0.8
CC(C)CC#Cc1ccc2c(c1)O[C@@H](CN(C)Cc1ccc(F)cc1)[C@H](C)CN([C@@H](C)CO)S2(=O)=O	-198.0	5.8	1.0	-2.7	-1.8	16.6	9.9	-16.2
